# Assay outcomes from PubChem.
# G9a block – G9a (human) methyltransferase inhibition; G9a H3K9 monomethylation, AlphaScreen, 2 h; Potency, µM (series often up to 102 µM), without a hit: at the highest dose activity, negative = inhibition, actives largely listed as inhibitors; actives 8.8% (n = 350,000); note: % is set by controls: 0 for no effect and ±100 for the full control effect; nearly all actives have a fitted effect of over 75% in size
#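 Compounds were preincubated with 20 nM G9a for 15 min, after which biotinylated H3K9 peptide (500 nM) and SAM (20 uM) started a 2 h room-temperature reaction. Monomethylated product was quantified by antibody-based AlphaScreen chemiluminescence.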
# BAZ2B block – blocks human BAZ2B. AlphaScreen BAZ2B-H3K14Ac peptide displacement. Potency, µM (highest dose often 114 µM), without a hit: at the top dose activity change, negative = inhibition, actives largely listed as inhibitors. actives 4.4% (n = 360,000). AID 504333; note: % is set by controls: 0 for no effect and ±100 for the full control effect; nearly all actives have a fitted effect of over 60% in size
#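 Compounds, titrated to a top concentration of 110 uM, were incubated 30 min at room temperature with preformed BAZ2B/acetyl-K14 H3 peptide complex (50 nM each). Proximity signal was measured by AlphaScreen after 20 min with beads.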
# POLB inh – inhibitors of human DNA polymerase beta. AID 485314. Potency, µM (doses to about 114 µM), for inactives: top-dose activity change, negative = inhibition, most hits filed as inhibitors. Pol beta primer extension/strand displacement, fluorescence kinetic. P06746. actives 1.3% (n = 340,000); note: % is set by controls: 0 for no effect and ±100 for the full control effect
#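 10 nM enzyme + cpd, 15 min RT; start with substrate 50 nM final; read 0 min and after 10 min RT. Corrected, normalized data; 4-parameter Hill curve fit.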
# BLM inh – inhibitors of human Bloom syndrome helicase BLM. Potency, µM (titrated, usually from 56.1 µM), for inactives: top-dose activity change, negative = inhibition, hits mostly inhibitors. P54132. recombinant BLM DNA unwinding, fluorescence dequenching. actives 0.2% (n = 350,000). AID 2528;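 note: plate controls were vehicle for no effect and no enzyme for full effect; nearly all actives have a fitted effect of over 35% in size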
# JMJD2A Tudor inh – JMJD2A Tudor domain (human) inhibition. O75164. AlphaScreen JMJD2A-Tudor / H3K4me3 peptide binding. Potency, µM (titrated, usually from 114 µM), for the others: top-dose activity change, negative = inhibition, actives largely listed as inhibitors. actives 4.4% (n = 390,000). AID 504339; note: % is set by controls: 0 for no effect and ±100 for the full control effect; nearly all actives have a fitted effect of over 50% in size
# POLI inh – inhibitors of human DNA polymerase iota | Q9UNA4 | Pol iota fluorescent replication assay, 10 min | Potency, µM (doses to about 115 µM), for the others: top-dose activity, negative = inhibition, usual class: inhibitors | actives 1% (n = 390,000) | AID 588590
#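 Pol iota at 10 nM preincubated 15 min with compounds at room temperature; reaction started with fluorescent substrate, 50 nM final. Fluorescence read kinetically at 0 and 10 min; buffer-only wells as negative control.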
# POLH inh – inhibitors of human DNA polymerase eta; recombinant Pol eta, fluorescent DNA replication assay; AID 588591; Q9Y253; actives 1.2% (n = 390,000); Potency, µM (series often up to 114 µM), for inactives: top-dose activity change, negative = inhibition, hits mostly inhibitors; note: % is set by controls: 0 for no effect and ±100 for the full control effect
#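 Pol eta at 10 nM preincubated with compounds 15 min at room temperature; reaction started with fluorescent substrate (50 nM final) and read kinetically at 0 and 10 min.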
# POLK inh – DNA polymerase kappa (human) inhibition | Q9UBT6 | purified Pol kappa, fluorescent DNA synthesis assay, 10 min | Potency, µM (doses to about 107 µM), inactives show top-dose activity, negative = inhibition, most hits filed as inhibitors | actives 0.53% (n = 400,000) | AID 588579; note: % is set by controls: 0 for no effect and ±100 for the full control effect
#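 Kinetic fluorescence readout at 0 and 10 min followed reaction start with substrate at 50 nM final. Beforehand, enzyme (10 nM Pol kappa) stood 15 min with compound at room temperature; buffer-only wells were negative controls.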
# APEX1 inh – blocks human APE1 abasic DNA cleavage; P27695; recombinant APE1, TAMRA/BHQ-2 abasic DNA cleavage fluorescence; actives 0.35% (n = 350,000); Potency, µM (highest dose often 65.8 µM), inactives show at the highest dose activity change, negative = inhibition, most hits filed as inhibitors;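 note: plate controls were vehicle for no effect and reference inhibitor for full effect; nearly all actives have a fitted effect of over 55% in size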
#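 APE1 at 0.75 nM preincubated 15 min at room temperature with compound. Reaction then started with 50 nM double-stranded THF-abasic substrate labelled with TAMRA/BHQ-2, and 525/598 nm fluorescence read kinetically. Activity taken as third-minus-first read difference, normalized to DMSO and NSC13755 controls.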
# Numbers without * were called inactive; ? = inconclusive; / = no result given; & = joins results of further samples; [ ] = dose if it differs, or a comment. Calls come from the whole dose curve; as a rule, active = well fitted curve in the direction sought with a large enough effect; inconclusive = small, poorly fitted or top-dose-only effect, or another doubt; inactive = no such curve, though single readings can be large; an effect the other way counts as inactive or inconclusive. Potency is the fitted concentration of half-maximal effect. This is a subset; the hit share may differ from the screen's.
SMILES,G9a block,BAZ2B block,POLB inh,BLM inh,JMJD2A Tudor inh,POLI inh,POLH inh,POLK inh,APEX1 inh
Cc1ncc(CN2CCC(C(=O)Nc3cccc(-c4cscn4)c3)CC2)cn1,41%,4%,13%,1%,-8%,28%,-19%,0%,20%
CCN(CC(=O)NC1CCS(=O)(=O)C1)C(=O)C(c1ccccc1)c1ccccc1 (stereo not given),1%[12.7 µM],-2%,22%,0%,-12%,21%,-18%,-5%,6%
N#CC1=C(N)N2C(=C(C#N)C13CCN(Cc1ccccc1)CC3)Nc1ccccc12,-15%[12.7 µM],-22%,0%,-5%,-24%,14%,-4%,-10%,-3%
COc1ccc(N2C(=O)C3C(C2=O)C3(c2ccccc2)c2ccccc2)cc1 (stereo not given),10%,-5%,9%,-4%,-14%,-9%,-23%,-3%,-2%
O=C1CN(C(=O)COC(=O)CCCOc2ccccc2)c2ccccc2N1,65%,-10%,3%,-2%,-7%,104%[activator],1%,-13%,-1%
C#CCCCCCCCCCCCC(O)CC(O)COC(C)=O (stereo not given),-16%[2.33 µM],/,/,-2%,/,/,/,?,-2%
COC(=O)c1ccc(NC(=O)c2ccccc2NS(=O)(=O)c2ccccc2)cc1,-38%,4%,29%,-3%,-8%,16%,-8%,-3%,-8%
CS(=O)(=O)N(CC(=O)NCc1ccccc1)c1ccc(Cl)cc1,33%,-4%,34%,-1%,2%,23%,-8%,1%,-3%
COc1cccc(OC)c1C(=O)Nc1ccc(N2CCN(C(=O)c3ccco3)CC2)cc1,-4%,-21%,52%,-2%,4%,95%[activator],-10%,-3%,27%
CCOC(=O)C1CCN(c2nc3c(S(=O)(=O)c4ccc(C)c(C)c4)nnn3c3ccc(Cl)cc23)CC1,28%[59 µM],6%,1%,-4%,4%,28%,-19%,5%,/
COC(=O)c1cc(S(=O)(=O)N(C)C2CCCCC2)cn1C,/,-15%,1%,-3%,-11%,28%,-8%,6%,-1%
Cc1csc2ncc(C(=O)NCc3ccc4c(c3)OCO4)c(=O)n12,-37%,13%,28%,-2%,-3%,-8%,1%,-2%,11%
COc1ccc(C(=O)NNC(=O)CSc2nnc(COc3ccc4ccccc4c3)n2C)cc1,21%[59 µM],9%,18%,-2%,-5%,8%,8%,-10%,2%
COc1ccc(C(=O)Nc2nc3ccccc3s2)c(OC)c1,-17%,-17%,-11%,-1%,20µM*,14%,-6%,-11%,5%
Cc1cc2c(cc1S(=O)(=O)NCc1ccccc1Cl)OCCN2C,-10%,24%,-13%&6%,-2%&-8%,-35%&-18%,0%&21%,-24%&-17%,2%&9%,39%
Cc1cc(NC(=O)C2CC(c3ccc(F)cc3)=NO2)n(-c2ccccc2)n1 (stereo not given),-36%,-2%,10%,2%,-15%,-3%,-7%,-5%,-6%
CCN(CC(=O)NC1CCS(=O)(=O)C1)S(=O)(=O)c1cc(C)ccc1C (stereo not given),-18%,-4%,/,/,-4%,24%,-22%,-3%,-18%
CCC(=O)Nc1ccc(N2CCOCC2)c(S(=O)(=O)Nc2ccc(OC)cc2)c1,1%,?,5%,2%,-4%,44%[activator],-11%,-3%,2%
COc1cccc(Oc2coc3c(CN4CCOCC4)c(O)ccc3c2=O)c1,4%,-5%,-30%,-2%,0%,6%,-5%,-16%,-4%
NC(=O)c1ccc(N2CCCC2)nc1,/,/,/,/,-2%,47%[activator],-20%,-2%,/
COc1ccc(NC(=O)C2CCCN(c3ncnc4c3nc3n4CCCCC3)C2)c(OC)c1 (stereo not given),5%[59 µM],-1%,8%,2%,-6%,18%,-8%,-1%,/
O=C(/C=C/c1ccc2c(c1)OCCCO2)c1ccc2ccccc2c1O,11µM*,10µM*,0%,-16%,28µM*,1%,-22%,1%,?
COc1ccc(NS(=O)(=O)c2ccc(Cl)c(NC(=O)c3ccccc3F)c2)cc1,/,/,/,/,-12%,5%,-18%,-12%,-1%
COc1ccc(NC(=O)Cn2cc(C(=O)C3CCCCC3)c3ccccc32)cc1,-2%[59 µM],-4%,-22%,-1%,-11%,17%,-24%,-2%,/
Cn1c(SCC(=O)Nc2nc3ccccc3s2)ncc(C(=O)Nc2ccccc2)c1=O,3%[59 µM],-12%,88%,-2%,-6%,5%,-9%,-12%[60.1 µM],/
# Next entries follow:
SMILES,G9a block,BAZ2B block,POLB inh,BLM inh,JMJD2A Tudor inh,POLI inh,POLH inh,POLK inh,APEX1 inh
COc1ccc(NC(=O)CN(c2ccccc2)S(=O)(=O)c2ccccc2)c(OC)c1,1%,-6%,-13%,-10%,-27%,5%,-4%,-4%,-8%
COCCNC(C)C(=O)Nc1ccc(Br)cc1 (stereo not given),11µM*,50µM*,-11%,-1%,4µM*,7%,-6%,-3%,-3%
COC(=O)CN1C(=O)C(O)(CC(=O)c2ccc(C)cc2)c2cc(Br)ccc21 (stereo not given),12%[59 µM],8%,1%,-1%,-10%,9%,-6%,0%,7%
CCN(CC)S(=O)(=O)c1ccc(NC2c3ccccc3C(=O)N2Cc2ccc3c(c2)OCO3)cc1 (stereo not given),40µM*,0%,16%,-8%,-18%,1%,-14%,-13%,9%
O=C1c2ccccc2C(=O)N1c1cccc(-c2nc3ccccc3o2)c1,15%[12.7 µM],3%,-3%,-1%,-15%,2%,0%,-11%,-3%
CCOC(=O)c1c(NC(=O)COC(=O)CCCOc2ccc(OC)cc2)sc(C(=O)NC)c1C,-4%,11%,/,/,-22%,19%,3%,-7%,10%
Cc1ncc(CN2CCN(CCC(C)C)C(CCO)C2)s1 (stereo not given),/,2%,35%,-2%,1%,26%,-12%,9%,18%
O=C1C(=O)N(C2CCN(C(=O)c3ccccc3F)CC2)CCN1Cc1ccc(F)cc1,6%[59 µM],2%,-25%,-1%,6%,10%,-21%,-7%,/
O=c1nc(N2CCCC2)nc(N2CCCC2)[nH]1,-4%,-2%,5%,-1%,-18%,9%,-3%,-10%,21%
Cc1cc(C)n(C(=O)c2sc3cc(F)ccc3c2Cl)n1,-7%[59 µM],3%,22%,-1%,/,/,/,/,2%
CC(C)c1ccc(NC2CCCN(C(=O)c3ccc4nccnc4c3)C2)cc1 (stereo not given),79µM*,-26%,6%,-1%,-25%,24%,-3%,-6%,20%
O=C(CSc1nnc2[nH]c(=O)cc(-c3ccccc3)n12)Nc1ccc(OC(F)(F)F)cc1,?,4%,?,-14%,-28%,5%,-20%,-1%[60.1 µM],/
CC(C)(C)c1ccc(NC(=O)CN2C(=O)NC(C)(C3CC3)C2=O)cc1 (stereo not given),-1%[2.33 µM],1%,/,/,-13%,16%,-8%,-5%,17%
COc1cccc(N/C(SC)=C(/C#N)C(N)=O)c1,-29%,3%,47%,-3%,-5%,3%,-4%,3%,14%
CCN(CC)c1ccc2cc(C(C)=O)c(=O)oc2c1,/,38%,3%,0%,69%[activator],-2%,-3%,-10%,2%
COc1cccc(CNC(=S)Nc2cccc(Cl)c2C)c1,37%,1%,1%,-3%,-10%,101%[activator],-17%,-6%,7%
COc1ccc(C(C(=O)NC2CCCC2)N(C(=O)c2snc(-c3ccc(F)cc3)c2N)c2ccc(F)cc2)cc1 (stereo not given),/,4%,35%,-1%,-10%,-4%,-9%,-2%,1%
Cn1c2nc(=O)[nH]c(=O)c-2cc2ccccc21,/,/,/,/,-1%,7%,-23%,-20%,/
COc1ccc2c(c1)Cc1sc(NC(=O)c3cccnc3)nc1-2,45µM*,-29%,-15%,18µM*,-10%[11.4 µM],144%[activator],-14%,-14%,?
CCCc1cc(-c2nc(-c3ccc(C)cc3)cs2)ccn1,17%[59 µM],139%[activator],-27%,-4%,51%[activator],17%,-15%,8%,3%
Cc1noc(C)c1CC(=O)NC1CC(C)(C)Cc2c1cnn2-c1ccccc1 (stereo not given),-16%,-1%,3%,-1%,-2%,-11%,-17%,-3%,10%

# At a glance, part of the list above.
SMILES,G9a block,BAZ2B block,POLB inh,BLM inh,JMJD2A Tudor inh,POLI inh,POLH inh,POLK inh,APEX1 inh
Cc1ncc(CN2CCC(C(=O)Nc3cccc(-c4cscn4)c3)CC2)cn1,41%,4%,13%,1%,-8%,28%,-19%,0%,20%
CCN(CC(=O)NC1CCS(=O)(=O)C1)C(=O)C(c1ccccc1)c1ccccc1 (stereo not given),1%[12.7 µM],-2%,22%,0%,-12%,21%,-18%,-5%,6%
N#CC1=C(N)N2C(=C(C#N)C13CCN(Cc1ccccc1)CC3)Nc1ccccc12,-15%[12.7 µM],-22%,0%,-5%,-24%,14%,-4%,-10%,-3%
COc1ccc(N2C(=O)C3C(C2=O)C3(c2ccccc2)c2ccccc2)cc1 (stereo not given),10%,-5%,9%,-4%,-14%,-9%,-23%,-3%,-2%
O=C1CN(C(=O)COC(=O)CCCOc2ccccc2)c2ccccc2N1,65%,-10%,3%,-2%,-7%,104%[activator],1%,-13%,-1%
C#CCCCCCCCCCCCC(O)CC(O)COC(C)=O (stereo not given),-16%[2.33 µM],/,/,-2%,/,/,/,?,-2%

# Reformatted tab-delimited: entries from further up.
structure	G9a block	BAZ2B block	POLB inh	BLM inh	JMJD2A Tudor inh	POLI inh	POLH inh	POLK inh	APEX1 inh
CCOC(=O)c1c(NC(=O)COC(=O)CCCOc2ccc(OC)cc2)sc(C(=O)NC)c1C	-4%	11%	/	/	-22%	19%	3%	-7%	10%
Cc1ncc(CN2CCN(CCC(C)C)C(CCO)C2)s1 (stereo not given)	/	2%	35%	-2%	1%	26%	-12%	9%	18%
O=C1C(=O)N(C2CCN(C(=O)c3ccccc3F)CC2)CCN1Cc1ccc(F)cc1	6%[59 µM]	2%	-25%	-1%	6%	10%	-21%	-7%	/
O=c1nc(N2CCCC2)nc(N2CCCC2)[nH]1	-4%	-2%	5%	-1%	-18%	9%	-3%	-10%	21%
